From PubChem BioAssay
HCV inhibitor: HCV inhibition; Huh7.5.1 HCVcc-Cre infection, luciferase reporter, 44 h; Potency, µM (top dose mostly 41.8 µM), for the others: at the highest dose activity change, negative = inhibition, actives largely listed as inhibitors; actives 3.4% (n = 340,000); AID 651820; note: potency is the fitted concentration of half-maximal effect; % is set by controls: 0 for no effect and ±100 for the full control effect
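After 44 h co-culture of compound, cells and HCVcc-Cre (~0.5 moi), substrate is added for 15 min at room temperature and luciferase measured over 15 sec. Cells were seeded at 1,000/well and pre-cultured 4 h.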
Giardia FBPA inh: inhibitors of Giardia lamblia fructose-1,6-bisphosphate aldolase | A8B2U2 | purified Giardia FBPA | Potency, µM (highest dose often 59.6 µM), inactives show top-dose activity, negative = inhibition, usual class: inhibitors | actives 0.71% (n = 290,000) | AID 2451; note: potency is the fitted concentration of half-maximal effect; % is set by controls: 0 for no effect and ±100 for the full control effect; nearly all actives have a fitted effect of over 55% in size
Target sequence (A8B2U2 whole entry, looked up): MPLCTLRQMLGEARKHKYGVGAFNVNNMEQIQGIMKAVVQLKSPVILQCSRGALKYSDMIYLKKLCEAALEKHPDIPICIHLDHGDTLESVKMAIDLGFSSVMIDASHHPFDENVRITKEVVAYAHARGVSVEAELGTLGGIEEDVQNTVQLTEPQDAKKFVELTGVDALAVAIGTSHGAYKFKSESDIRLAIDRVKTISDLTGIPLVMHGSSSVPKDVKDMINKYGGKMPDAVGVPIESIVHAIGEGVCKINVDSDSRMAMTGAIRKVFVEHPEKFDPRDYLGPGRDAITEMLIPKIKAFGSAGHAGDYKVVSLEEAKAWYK
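40 nM FBPA preincubated 10 min at RT with compound (up to 57.5 uM final), then substrate plus GAPDH/TPI/NAD/arsenate coupling and diaphorase/resazurin added. Fluorescence read after 20 min at RT, 525/598 nm.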
Shiga toxin inh: Shiga toxin inhibition; Vero cells, Shiga toxin protein synthesis inhibition reporter; inhibition, % at 38.7 µM; actives 9.2% (n = 290,000); in the data active = inhibition mostly above about 28%, no sharp cut-off; inactive = mostly below about 43%; note: 0% is about no effect
Pf growth 96h: P. falciparum growth inhibition at 96 hours | P. falciparum luciferase reporter growth, 96 h | Potency, µM (titrated, usually from 28.7 µM), inactives show at the top dose activity change, negative = inhibition, usual class: inhibitors | actives 6.9% (n = 320,000) | AID 504834; note: potency is the fitted concentration of half-maximal effect; % is set by controls: 0 for no effect and ±100 for the full control effect
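Luminescence readout: decreased luciferase signal marks inhibited growth of reporter-expressing P. falciparum in infected red cells (2% hematocrit, 0.05% parasitemia final), exposed to compound two generations (96 h, 37 C, 5% CO2).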
Pf growth 48h: inhibits P. falciparum growth in the first generation, 48 h; P. falciparum luciferase growth in erythrocytes, 48 h; Potency, µM (highest dose often 28.7 µM), without a hit: at the top dose activity change, negative = inhibition, usual class: inhibitors; actives 5.9% (n = 310,000); note: potency is the fitted concentration of half-maximal effect; % is set by controls: 0 for no effect and ±100 for the full control effect
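Read-out is firefly luciferase luminescence from an integrated reporter in P. falciparum, so falling signal marks reduced parasite growth. Infected erythrocytes were at 2% hematocrit and 0.1% parasitemia (final) in Albumax-supplemented RPMI 1640.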
Cycloheximide cs: affects cycloheximide protein synthesis inhibition readout, counter-screen; cell reporter, cycloheximide protein synthesis inhibition counterscreen; max response, %; actives 12% (n = 300,000); AID 2314; in the data active = max response mostly above about 13%, no sharp cut-off; inactive = mostly below about 14%; note: read at 38.3 µM for the half of the compounds with a filed dose; 0% is about no effect
The depositor's hits bear a star; i = inactive; u = inconclusive; x = not tested or not shown; [ ] = dose if it differs, or a comment. Unless noted, calls come from the whole dose curve; as a rule, active = well fitted curve in the direction sought with a large enough effect; inconclusive = small, poorly fitted or top-dose-only effect, or another doubt; inactive = no such curve, though single readings can be large; an effect the other way counts as inactive or inconclusive.

SMILES	HCV inhibitor	Giardia FBPA inh	Shiga toxin inh	Pf growth 96h	Pf growth 48h	Cycloheximide cs
CCOCCCNC(=S)N(CCO)Cc1cc2cc3c(cc2[nH]c1=O)OCCO3	12%	-23%	x	u	1%	6
COc1cccc(CNCCc2ccc3c(c2)OCO3)c1OC	4%	-25%	x	u	-12%	-2
CN(C)S(=O)(=O)c1ccc(C(=O)Nc2ccccc2F)cc1	11%	4%	24	x	11%	8
CCOC(=O)c1cnn(-c2ccccc2)c1-n1cccc1C(=O)C(=O)Nc1ccccc1	3%	-7%	43*	29%	32%[activator]	21*
CCOC(=O)c1csc(NC(=O)c2cc(OC)c(OC)c(OC)c2)n1	u	6%	-7	43%[activator]	-8%	19
FC(F)(F)c1nnc(-c2ccccc2)nc1N1CCCC1	22%	2%	-4	18%	-13%	-6
COc1cc(Br)cc2cc(C(=O)N3CCCCC3C)c(=O)oc12 (stereo unspecified)	-17%	-3%	-2	x	-14%	-2
O=C(COC(=O)c1cc(-c2cccs2)nn1-c1ccccc1)Nc1cccc([N+](=O)[O-])c1	0%	-2%	-5	44%[activator]	-1%	-4
O=C(Nc1ccccc1)OCN1C(=O)c2ccccc2C1=O	16%	2%	14	84%[activator]	17%	3
C=CCN(c1ccccc1)S(=O)(=O)c1ccc(Cl)c(C(=O)OCC(=O)NCCCN2CCCC2=O)c1	11%	13%	-20	14%	-7%	-1
N=c1oc2ccccc2cc1C(=O)NC1CCCCCC1	-8%	-16%	123*	45%[activator]	u	56*
CCOC(=O)C1=C(c2ccccc2)c2cc(OC)ccc2OC1C(=O)OCC (stereo unspecified)	x	-8%[89.2 µM]	i	x	x	9

Arranged by number of heavy atoms (descending): three of the compounds above.
SMILES	HCV inhibitor	Giardia FBPA inh	Shiga toxin inh	Pf growth 96h	Pf growth 48h	Cycloheximide cs
C=CCN(c1ccccc1)S(=O)(=O)c1ccc(Cl)c(C(=O)OCC(=O)NCCCN2CCCC2=O)c1	11%	13%	-20	14%	-7%	-1
CCOC(=O)c1csc(NC(=O)c2cc(OC)c(OC)c(OC)c2)n1	u	6%	-7	43%[activator]	-8%	19
FC(F)(F)c1nnc(-c2ccccc2)nc1N1CCCC1	22%	2%	-4	18%	-13%	-6

(cont.)
SMILES	HCV inhibitor	Giardia FBPA inh	Shiga toxin inh	Pf growth 96h	Pf growth 48h	Cycloheximide cs
CCOc1ncccc1C(=O)OCC(=O)N1CCN(S(=O)(=O)c2ccc(Cl)cc2)CC1	7%	6%	-10	u	21%	-2
CC(C)(C)c1cccc(Cn2nnc3ccccc32)c1O	u	x	x	u	9.3µM*	x
O=C1CC(c2ccccc2)CN1C(=O)c1cncc(Br)c1 (stereo unspecified)	5%	4%	-3	48%[activator]	25%	-1
COC(=O)c1cc(S(=O)(=O)NCC2CCN(Cc3ccc(Cl)cc3)CC2)c[nH]1	u	1%	23	13%	1%	13
COc1cc(NC(=O)CCCl)cc(-n2cnnn2)c1	u	0%	-16	-25%	-13%	-2
COc1ccc([C@H]2CC(=O)C=C(c3cc(Cl)cc(Cl)c3)C2)cc1	-10%[8.37 µM]	x	x	u	-6%	x
Cc1ccc(S(=O)(=O)CCN2C=CC(C(F)(F)F)=NCC2)cc1	7%	-1%	6	u	0%	1
CCOc1ccccc1-c1cc(-c2ccc(OC)cc2)nc2c1c(=O)n(C)c(=O)n2C	u	2%	-15	x	6%	1
CN1C(=S)N2CCCN2C1c1ccccc1 (stereo unspecified)	-12%	2%	2	-2%	u	-3
Cc1c(NC2=NC(C)(C)Cc3ccccc32)c(=O)n(-c2ccccc2)n1C	-1%	1%	-2	57%[activator]	4%	-3
Cc1ccc(-c2noc(C3CCCCC3)n2)cc1	4%	0%	50*	73%[activator]	113%[activator]	27
COc1ccc(CCNC(=O)C2(C)CCC(=O)N2Cc2ccc(C)cc2)cc1OC (stereo unspecified)	-6%	6%	6	u	-9%	-2
COc1ccc(/C=C/C(=O)NCCOc2ccccc2OC)cc1	1%	-1%	12	u	-8%	-2
C(=N\Nc1ccc2ccccc2n1)/c1ccc2c(c1)OCO2	0%	-14%	4	-99%	0%	-4
Cc1c(C(=O)OCC(=O)NCCc2ccc(S(N)(=O)=O)cc2)oc2ccccc12	-12%	x	x	u	-17%	x
CC(=O)c1sc(Nc2nc(C)cc(C)n2)nc1C	u	-2%	-6	32%[activator]	x	-7
O=C(O)c1cc(S(=O)(=O)N2CCN(S(=O)(=O)c3ccccc3)CC2)ccc1Cl	17%	17%	-5	-6%	x	-2
Cc1ccc(-n2nnc(-c3cnc4ccccc4c3)n2)cc1	16%	4%	69	239%[activator]	126%[activator]	57*
Cc1ccc(C)c(C(=O)c2ccccc2NC(=O)c2ccccn2)c1	-27%	5%	-14	u	-10%	1
COc1ccccc1OCCn1cc(/C=C(\C#N)C(=O)NCc2cccs2)c2ccccc21	-14%	2%	-10	5%	u	2
CC(C)CN(CC(C)C)C(=O)CN1C(=O)NC2(CCCc3ccccc32)C1=O (stereo unspecified)	-12%	13%	-3	-24%	-26%	13
Oc1ccccc1/C=N/NP(=S)(c1ccccc1)c1ccccc1	-1%	-5%	23	u	u	14
COc1ccc(C2C=C3CN(C(=O)OC(C)(C)C)S(=O)(=O)C3CC2OC(=O)c2cccc(C)c2)cc1 (stereo unspecified)	x	1%	16	x	x	5
O=C(NC(=S)NCCO)c1cn(-c2ccccc2)nc1-c1ccccc1	2%	-2%	49*	0%	33%[activator]	24
COc1ccc(-c2nc(CSCC(=O)NCC3CCCO3)c(C)o2)cc1OC (stereo unspecified)	5%	-5%	-11	15µM*	58%[activator]	1
CC(CCc1ccc(O)cc1)N(C)CCc1ccccc1 (stereo unspecified)	1%	-13%	-8	x	-5%	-3
Cc1ccc(CN2CCSc3ccc(C(=O)NC4CCN(Cc5ccccc5)CC4)cc32)cc1	8.9µM*	-9%	11	11%	u	3
COc1cccc(C(=O)C2CCCN(C3CCOCC3)C2)c1 (stereo unspecified)	2%	5%	2	2.3µM*	-2%	-2
COc1cc(/C=N/NC(=S)Nc2cccnc2)cc(OC)c1OC	-8%	11%	11	-11%	-1%	14
Cc1cc(C)c2c(c1)/C(=N/NC(=O)c1ccc(O)cc1)CCC2	-11%	-1%	36*	-10%	u	22*
COc1ccc(-c2cc3ccccc3[nH]2)cc1	-21%	0%	100*	149%[activator]	132%[activator]	42*
CSc1ccc(NC(=O)CSc2nc3[nH]c(=O)cc(O)c3s2)cc1	24%	x	x	299%[activator]	-1%	x
COc1ccc(C2(CN(C(C)=O)C(C)=O)CCCC2)cc1OC	1%	1%	-9	u	x	-4
CC(C)OC(=O)CSc1nc2c(c(C3CC=CCC3)c1C#N)CCC2 (stereo unspecified)	-27%	4%	14	u	x	0
COc1cc(CN2CCN(Cc3ccc(SC)cc3)CC2)cc(OC)c1O	u	u	-5	12%	-18%	3
Cc1cc(C)n(CCC(=O)N/N=C/c2ccc(Br)c([N+](=O)[O-])c2)n1	5%	-2%	-11	33%[activator]	0%	-2

Looked up by structure from the list above, five records:
SMILES	HCV inhibitor	Giardia FBPA inh	Shiga toxin inh	Pf growth 96h	Pf growth 48h	Cycloheximide cs
COc1ccc(C2(CN(C(C)=O)C(C)=O)CCCC2)cc1OC	1%	1%	-9	u	x	-4
Cc1cc(C)c2c(c1)/C(=N/NC(=O)c1ccc(O)cc1)CCC2	-11%	-1%	36*	-10%	u	22*
Cc1ccc(CN2CCSc3ccc(C(=O)NC4CCN(Cc5ccccc5)CC4)cc32)cc1	8.9µM*	-9%	11	11%	u	3
CC(C)OC(=O)CSc1nc2c(c(C3CC=CCC3)c1C#N)CCC2 (stereo unspecified)	-27%	4%	14	u	x	0
COc1cccc(C(=O)C2CCCN(C3CCOCC3)C2)c1 (stereo unspecified)	2%	5%	2	2.3µM*	-2%	-2

(list continues)
SMILES	HCV inhibitor	Giardia FBPA inh	Shiga toxin inh	Pf growth 96h	Pf growth 48h	Cycloheximide cs
CC(Oc1ccccc1)c1ccnc(N)n1 (stereo unspecified)	1%	0%	22	34%[activator]	22%	22*
C=CCn1c(SCC(=O)Nc2ccc(F)cc2)nc2ccccc2c1=O	-20%	9%	-9	5.2µM*	u	5
CCCN1CCC(=O)N([C@H](CO)Cc2ccccc2)CC1	26%	-1%	-4	80%[activator]	24%	-3
CC(C)Oc1ccc(C(=O)NCCCNC(=O)c2cccnc2)cc1	2%	12%	20	3%	8%	6
O=C1C(Cl)=C(N2CCC(C(=O)O)CC2)C(=O)c2ccccc21	-3%	u	-8	12µM*	12µM*	1
COc1ccc(-c2noc(N3CCC(C(=O)Nc4cc(OC)ccc4OC)CC3)n2)cc1	u	-7%	13	-22%	u	7
CC(=O)N1CCN(S(=O)(=O)c2ccc(C)cc2)C1C (stereo unspecified)	18%	x	x	-49%	4%	x
NNC(=O)CN1C(c2ccc(Br)cc2)=Nc2ccc(Br)cc2C1c1ccccc1 (stereo unspecified)	u	-30%	-10	u	10µM*	-2
CCOC(=O)c1cnc2c(-c3ccc(Cl)cc3)c(C)nn2c1N	18%	-1%	-10	9.3µM*	8%	10
C/C(CCC1CC(C)(C)OC1=O)=N\NC(N)=S (stereo unspecified)	12%	18µM*	6	-30%	28%	-2
Cc1ccc(-c2nnc(-n3ncc(C#N)c3N)c3ccccc23)cc1C	16%	10%	-7	-9%	32%[activator]	-5
O=C(NC(=S)N1CCN(c2ccc([N+](=O)[O-])cc2)CC1)c1ccccc1	-6%	12%	23	u	40%[activator]	12
O=C(c1cc(-c2cccc(O)c2)on1)N1CCc2ccccc2C1	2%	-1%	36*	u	-13%	8
COc1ccc(CNC(=O)c2ccc(Cn3nc(C)c([N+](=O)[O-])c3C)o2)cc1	u	13%	25	36%[activator]	u	-1
CCCn1c2ccccc2c2cnn(CC(=O)NC3CCCCC3C)c(=O)c21 (stereo unspecified)	13%	x	1	u	9%	3
CCNC(=O)CC1C(=O)N(c2ccc(OC)cc2)C(=S)N1CCc1ccncc1 (stereo unspecified)	x	6%	-6	12%	u	-6
N#CCCn1cc(/C=C(\C#N)c2nc3ccccc3s2)c(-c2ccc(F)cc2)n1	u	11%	-1	u	u	2
Cc1nc2cc(-c3ccsc3-n3c(C)ccc3C)[nH]n2c(=O)c1Cl	20%	u	-1	15µM*	x	-4
COc1ccc(Cl)cc1C(=O)NNC(=O)c1cccnc1	3%	9%	10	0%	11%	12
CSc1nc(-c2ccccc2)nc(C(Cl)Cl)n1	4µM*	2%	-5	21%	1%	-1
COc1ccc(/C=C/C(=O)Nc2ccc3nc4n(c(=O)c3c2)CCCC4)cc1	u	-4%	-14	-14%	u	-4
COCCC(=O)N1CCC(n2nccc2NC(=O)CCc2ccccc2)CC1	3%	x	-4	17%	28%	-2
CCOc1ccc(/C=N/NS(=O)(=O)c2ccc(C)cc2)cc1OC	3%	u	-3	-15%	-17%	-1
O=[N+]([O-])c1cccc(N(CC(O)CN2CCCC2)S(=O)(=O)c2ccccc2)c1 (stereo unspecified)	10%	-4%	4	7%	-19%	-3
CS(=O)(=O)N(CC(=O)N1CCc2ccccc2C1)c1cccc(F)c1	6%	15%	-3	2%	-2%	2
O=C(c1ccc([N+](=O)[O-])cc1)N1CCOC12CCN(c1ncc(C(F)(F)F)cc1Cl)CC2	7%	-4%	15	-11%	23%	-3
CC1CCN(S(=O)(=O)c2ccc(C(=O)Nc3nnc(C4=COCCO4)o3)cc2)CC1	u	x	-4	u	u	-1
Cc1ccc(CN2CCN(C3CCOCC3)CC2CCO)cc1 (stereo unspecified)	21%	6%	3	u	29%	0
COc1ccc2[nH]c(=O)c(CN(C(C)=O)C3CCCCC3)cc2c1	17%	5%	-6	41%[activator]	61%[activator]	-3
CC1=CC(C)(C)N2C(=O)C3(C(C#N)=C(N)OC4=C3C(=O)CC(C)(C)C4)c3c(C)c(C)cc1c32 (stereo unspecified)	2%	0%	14	4.1µM*	x	-3
COc1ccc(-c2ccc(/C=N/N3C(=O)C4C5C=CC(C6CC56)C4C3=O)o2)c([N+](=O)[O-])c1 (stereo unspecified)	u	-5%	2	22%	0%	-1
